TRPV1 agonist: HTS Assay for Compounds that Act as Agonists of the Vanilloid Receptor 1; TRPV1-expressing cells, Fluo-8 calcium influx, agonist mode; activation, % at 8.33 µM; 320,000 tested, 0.19% active; in the data active means activation above about 80%; inconclusive means between about 30% and that limit; further: 0% is about no effect
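Fluo-8 calcium influx in TRPV1-expressing cells, kinetic read (ex 480/em 520 nm). Compound added and read 3 min for agonist activity, followed by capsaicin at EC20 final and 2 min further read for enhancement.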
RORg inh: qHTS for inhibitors of ROR gamma transcriptional activity; Drosophila S2 Gal4-RORgamma UAS-luciferase reporter, 20 h; Nuclear receptor ROR-gamma (Mus musculus), P51450; 310,000 tested, 5.4% active; Potency, µM (doses to about 53.6 µM), for inactives: at the top dose activity change, negative = inhibition, usual class: inhibitors; further: potency means the concentration at half of the fitted maximal effect; on the % scale 0 is the no-effect control and ±100 the full control effect; nearly all actives have a fitted effect of over 60% in size
Target sequence (P51450 whole entry, looked up, the tested form may be a part): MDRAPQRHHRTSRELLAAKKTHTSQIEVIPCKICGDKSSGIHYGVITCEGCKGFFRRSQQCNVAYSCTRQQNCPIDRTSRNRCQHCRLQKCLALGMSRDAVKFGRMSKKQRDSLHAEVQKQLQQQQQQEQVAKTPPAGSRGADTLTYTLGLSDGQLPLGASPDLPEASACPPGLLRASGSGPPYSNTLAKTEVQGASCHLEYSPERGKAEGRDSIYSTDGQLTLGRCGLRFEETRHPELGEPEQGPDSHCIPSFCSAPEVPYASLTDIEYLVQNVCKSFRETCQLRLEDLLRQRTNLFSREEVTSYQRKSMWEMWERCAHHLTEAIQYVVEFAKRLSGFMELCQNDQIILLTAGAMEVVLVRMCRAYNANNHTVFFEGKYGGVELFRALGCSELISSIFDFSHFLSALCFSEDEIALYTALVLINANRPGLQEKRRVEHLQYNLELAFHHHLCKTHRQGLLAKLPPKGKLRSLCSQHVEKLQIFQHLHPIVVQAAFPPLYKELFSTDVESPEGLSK
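Schneider cells (Drosophila), stable Gal4 DBD–ROR gamma + UAS-luc; 1 hr cmpd preincubation; Cu2+ induction 700 uM final; 20 hr ambient; luminescence.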
ELG1 genotox: qHTS screen for small molecules that induce genotoxicity in human embryonic kidney (HEK293T) cells expressing luciferase-tagged ELG1; 330,000 tested, 1.3% active; Potency, µM (doses to about 46 µM), for the others: top-dose activity change, positive = activation, actives largely listed as activators; AID 504466, 2011; HEK293T ELG1-luciferase reporter, luminescence, 16 h; further: potency means the concentration at half of the fitted maximal effect; % of control where 0% means no effect; nearly all actives have a fitted effect of over 60% in size
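Step 1: seed 2,000 HEK293T ELG1-luciferase cells per well. Step 2: add compound or DMSO, incubate 16 hr at 37 °C. Step 3: ONE-Glo, 30 min at room temperature, read luminescence.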
Rab9 prom act: qHTS Assay for Rab9 Promoter Activators; Huh7 Rab9 promoter-luciferase reporter, luminescence, 24 h; 320,000 tested, 2.8% active; AID 485297, 2010; Potency, µM (highest dose often 9.22 µM), without a hit: top-dose activation, negative = inhibition, actives largely listed as activators; further: potency means the concentration at half of the fitted maximal effect; % of control where 0% means no effect; nearly all actives have a fitted effect of over 60% in size
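Luminescence from Amplite-detected luciferase (10 minutes, ambient) reports Rab9 promoter activation. Before that, stable Rab9-luciferase Huh7 cells (1500/well, reduced-serum OP-MEM I plus 10% FBS) were exposed to compound for 24 hours at 37C.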
Tb PFK inh: qHTS Assay to Find Inhibitors of T. brucei phosphofructokinase | 330,000 tested, 0.17% active | T. brucei PFK, ADP-Glo luminescence | Potency, µM (top dose mostly 57.5 µM), without a hit: top-dose activity, negative = inhibition, actives largely listed as inhibitors;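 further: potency means the concentration at half of the fitted maximal effect; 0% = uninhibited 1x PFK enzyme wells and -100% = no-enzyme wells; nearly all actives have a fitted effect of over 60% in size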
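Compounds were pin-transferred as a titration series up to 57 uM into substrate buffer (0.5 mM F6P, 0.1 mM ATP, pH 8.0), then 1.25 nM PFK was added and reactions ran 45 min before ADP-Glo detection.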
Gal4-VP16 FLuc: VP16 counterscreen qHTS for inhibitors of ROR gamma transcriptional activity. Drosophila S2 Gal4-VP16 UAS-luciferase, luminescence, 20 h. Potency, µM (top dose mostly 53.6 µM), for inactives: at the highest dose activity, negative = inhibition, most hits filed as inhibitors. 310,000 tested, 3.5% active. AID 2546, 2010;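 further: Gal4-VP16 expression switched on by copper sulfate through the metallothionein promoter; potency means the concentration at half of the fitted maximal effect; on the % scale 0 is the no-effect control and ±100 the full control effect; nearly all actives have a fitted effect of over 50% in size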
ELG1 repair inh: qHTS screen for small molecules that inhibit ELG1-dependent DNA repair in human embryonic kidney (HEK293T) cells expressing luciferase-tagged ELG1. HEK293T ELG1-luciferase reporter, luminescence, 16 h; DNA damage induced by 5-fluorouridine. Potency, µM (series often up to 46.1 µM), for the others: at the highest dose activity change, negative = inhibition, hits mostly inhibitors. 330,000 tested, 2.3% active. AID 504467, 2011; further: potency means the concentration at half of the fitted maximal effect; on the % scale 0 is the no-effect control and ±100 the full control effect; nearly all actives have a fitted effect of over 55% in size
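Cells (2,000 per well) received 5-fluorouridine plus test compound or DMSO and were incubated 16 hr at 37 °C, 5% CO2. Luciferase activity was read by luminescence 30 min after ONE-Glo addition; signal suppression marked inhibition of damage-induced ELG1 function.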
BRCA1 expr up: qHTS Assay to Identify Small Molecule Activators of BRCA1 Expression | AID 624202, 2012 | MCF7-BRCA1-FFLuc reporter, luminescence, 48 h; response scale: scaled: vehicle 0%, 10 µM genistein 100% | Potency, µM (highest dose often 46.1 µM), for the others: at the highest dose activation, usual class: activators | 380,000 tested, 1.1% active; further: potency means the concentration at half of the fitted maximal effect; nearly all actives have a fitted effect of over 80% in size; some results filed as inactive show a strong effect at the top dose
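Using MCF7 cells harboring a BRCA1 firefly luciferase reporter, plated 2 h before compound pinning, the screen measured luminescence after 48 h incubation. Responses were normalized to DMSO and 10 microM genistein, then fitted for concentration-effect.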
NPC1 prom act: qHTS Assay for NPC1 Promoter Activators | Potency, µM (doses to about 9.22 µM), for inactives: at the highest dose activation, hits mostly activators | 320,000 tested, 2.4% active | Huh7 NPC1 promoter luciferase reporter, 24 h;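 further: potency means the concentration at half of the fitted maximal effect; % of control where 0% means no effect; nearly all actives have a fitted effect of over 60% in size; reporter is driven by a mutant NPC1 promoter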
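Stably transfected Huh7 (NPC1 promoter→luciferase), 1500 cells/well in Opti-MEM + 10% FBS, 2 h settle, then compound 24 h at 37 °C. Luminescence after 10 min with Amplite reagent.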
FLuc modulator: qHTS profiling assay for firefly luciferase inhibitor/activator using purifed enzyme and Km concentrations of substrates (counterscreen for miR-21 project) | Luciferin 4-monooxygenase (Photinus pyralis), P08659 | purified FLuc, Km substrates, luminescence inhibition | Potency, µM (top dose mostly 57.5 µM), inactives show at the highest dose activity change, negative = inhibition, most hits filed as inhibitors | 360,000 tested, 6.9% active | AID 588342, 2011;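 further: potency means the concentration at half of the fitted maximal effect; plate controls were vehicle for no effect and reference inhibitor for full effect; nearly all actives have a fitted effect of over 55% in size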
Target sequence (P08659 whole entry, looked up): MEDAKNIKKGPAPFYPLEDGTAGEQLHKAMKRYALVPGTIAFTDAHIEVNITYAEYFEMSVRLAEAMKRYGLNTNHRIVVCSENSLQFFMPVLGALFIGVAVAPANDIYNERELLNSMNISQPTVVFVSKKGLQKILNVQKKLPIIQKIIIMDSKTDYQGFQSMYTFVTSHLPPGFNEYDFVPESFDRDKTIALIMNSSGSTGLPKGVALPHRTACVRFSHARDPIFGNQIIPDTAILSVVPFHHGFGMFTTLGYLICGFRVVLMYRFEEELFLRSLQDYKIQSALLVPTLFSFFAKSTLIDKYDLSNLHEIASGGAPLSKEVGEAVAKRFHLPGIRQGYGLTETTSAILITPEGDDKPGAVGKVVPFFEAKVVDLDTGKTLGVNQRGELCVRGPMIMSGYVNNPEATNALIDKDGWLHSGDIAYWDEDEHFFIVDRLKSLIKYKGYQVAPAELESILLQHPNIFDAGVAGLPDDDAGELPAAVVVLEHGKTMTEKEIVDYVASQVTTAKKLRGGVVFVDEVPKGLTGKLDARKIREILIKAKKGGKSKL
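Purified P. pyralis luciferase (10nM final) with 10uM D-luciferin and 10uM ATP (Km levels) in 50mM Tris acetate pH 7.5, 10mM Mg acetate, 0.01% Tween-20, 0.05% BSA; qHTS 6-point titration, ~60 µM downward; luminescence read.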
p53 reactivation: qHTS assay for re-activators of p53 using a Luc reporter; Potency, µM (titrated, usually from 92.2 µM), for the others: at the top dose activity change, positive = activation, most hits filed as activators; H1299 p53-A138V BP100-luciferase reporter, luminescence, 24 h; 320,000 tested, 0.063% active; further: potency means the concentration at half of the fitted maximal effect; % of control where 0% means no effect; nearly all actives have a fitted effect of over 45% in size
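p53-null H1299 cells stably carrying temperature-sensitive p53-A138V and a BP100-luciferase reporter were pinned with compounds (4-point, 1:5 series) and held 24 hrs at 37 deg C. Luminescence was read 10 min after detection reagent.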
* marks the source's active call; other numbers are inactive results; ? = inconclusive; · = no result given; & = joins results of further samples; [ ] = remark or other dose. Unless noted, the call rests on the fitted dose curve; in most records, active means well fitted curve in the direction sought with a large enough effect; inconclusive means small, poorly fitted or top-dose-only effect, or another doubt; inactive means no such curve, though single readings can be large; an effect the other way counts as inactive or inconclusive. An unsorted share of the library. Share with any hit: about 15%.

SMILES	TRPV1 agonist	RORg inh	ELG1 genotox	Rab9 prom act	Tb PFK inh	Gal4-VP16 FLuc	ELG1 repair inh	BRCA1 expr up	NPC1 prom act	FLuc modulator	p53 reactivation
COc1ccc2oc(=O)c(C(=O)N3CCN(c4ccccc4C)CC3)cc2c1	17	?	9.2µM*	27%	4%	?	?	?	18%	13µM*	?
COc1cc(CN(C(=O)c2ccco2)c2ccc(C)cc2)ccc1O	?	39%	0%	-6%	1%	-3%	9%	-26%	-4%	1%	-5%
CCOC(CNC(=O)c1ccc(N2CCc3ccccc32)c([N+](=O)[O-])c1)OCC	3	?	-1%	-7%	-7%	?	-5%	-44%	-2%	1%	-8%
COc1ccc(NC(=O)c2cccc(N3C(=O)C4C5C=CC(C5)C4C3=O)c2)cc1Cl (configuration not stated)	9	?	-11%	-3%	0%	?	?	-22%	-2%	?	-5%
COc1c(Cl)cc(Cl)cc1CNCc1ccccc1	4	-1%	0%	-6%	3%	-9%	7%	0%	1%	0%	8%
CCCCC(=O)Nc1cccc(NC(=S)NC(=O)Cc2ccccc2)c1	2	?	·	-4%	11%	-9%	·	-25%	-3%	-1%	64%
CSc1nsc(/C=C/Nc2ccc(Cl)cc2)c1C#N	-1	12%	1%	1%	-2%	4%	8%	-30%	-2%	?	1%
NC(=O)C1CCN(C(=O)c2ccc(NS(=O)(=O)c3ccc(F)cc3)cc2)CC1	-1	·	1%	2%	-13%	·	0%	0%	-3%	3%	?
COc1ccc(S(=O)(=O)Cc2ccc(C(=O)N3CCN(c4cc(C)ccc4C)CC3)o2)cc1	4	-11%	-9%	-4%	1%	11%	3%	-25%	1%	2%&-1%	5%
CC(=O)NC(CC(=O)OCC(=O)c1cc(C)ccc1C)c1ccccc1 (configuration not stated)	·	·	1%	·	0%	·	-1%	-3%	·	·	-2%
O=C1/C(=C/c2ccc(F)cc2)CCC1C1CCCC1 (configuration not stated)	10	-16%	?	26%	0%	?	?	19%	?	0.67µM*	?
CCCCN1C(=O)/C(=C(/C#N)C(=O)N2CCCC2)c2ccccc21	28	21%	1%	-1%	5%	2%	0%	-5%	-3%	-1%	-3%
Cc1ccc(NC(=O)[C@@H]2CCCN2S(=O)(=O)c2ccc(Cl)cc2)cc1	·	·	-1%	·	0%	·	-22%	-9%	·	·	-6%
CC(=O)Nc1ccc(NS(=O)(=O)C(F)(F)F)cc1	0	-12%	-1%	-3%	-10%	-4%	28%	10%	1%	5%	9%
O=C(O)CCN1C(=O)c2ccc(NC(=O)C(c3ccccc3)c3ccccc3)cc2C1=O	-2	16%	-3%	-2%	-4%	-12%	0%	5%	0%	-1%	3%
CCOC(=O)CNc1c(-c2ccc(F)cc2)nc2cnccn12	1	6%	1%	-2%	-9%	7%	8%	11%	0%	-2%	1%
O=C(c1ccccc1NS(=O)(=O)c1ccc(F)cc1)N1CCOCC1	0	15%	0%	8%	-1%	3%	12%	6%	-3%	5%	26%
Cc1ccc(NC(=O)CN2C(=O)C3CC=CCC3C2=O)cc1S(=O)(=O)N1CCOCC1 (configuration not stated)	-3	8%	-2%	0%	-1%	1%	-3%	10%	-8%	-3%	19%
COc1ccc(NC(=O)CN2C(=O)CSc3ccc(S(=O)(=O)N4CCCC4)cc32)cc1OC	10	?	2%[9.26 µM]	-4%	3%	0%	3%	-13%	0%	2%&-3%	-4%
N#Cc1cc2cc3c(cc2nc1SCC(=O)N1CCCC1)OCCO3	-4	-4%	3%	?	1%	10%	?	69%	?	3%	16%
CN(C)/C(CN1CCN(C=O)CC1)=C1\N=C(c2ccccc2)OC1=O	·	25%	2%	-4%	1%	2%	13%	-43%	3%	2%	-1%
COc1ccccc1-c1nnc(NC(=O)CCS(=O)(=O)c2ccccc2)o1	4	10µM*	-13%	5%	2%	10µM*	-9%	-22%	-1%	0%	-19%
Cc1ccc(C2=NN(C(=O)CCCC(=O)O)C(c3ccc4c(c3)OCO4)C2)cc1 (configuration not stated)	1	6%	1%	1%	-7%	-13%	-6%	3%	0%	?	6%
Cc1ccccc1CSc1nnc(CCCCCNC(=O)OC(C)(C)C)o1	12	7%	-3%	-5%	1%	18%	-28%	-22%	-2%	-18%	0%
COc1ccc(CCNC(=O)CCn2c(=O)c3ccccc3n(CC(=O)NCC3CCCO3)c2=O)cc1OC (configuration not stated)	1	-1%	4%	2%	1%	2%	-1%	1%	-3%	1%	0%

Next part
SMILES	TRPV1 agonist	RORg inh	ELG1 genotox	Rab9 prom act	Tb PFK inh	Gal4-VP16 FLuc	ELG1 repair inh	BRCA1 expr up	NPC1 prom act	FLuc modulator	p53 reactivation
COc1ccc(C(=O)NCc2ccc(N3CCN(C)CC3)cc2)cc1	4	16%	1%	0%	4%	-1%	?	-17%	2%	2%	0%
O=C(O)c1cc(-c2ccc(/C=C3/SC(=S)N(Cc4ccccc4)C3=O)o2)ccc1Cl	18	-2%	-8%	28%	29%	-8%	5%	51%	23%	?	-3%
O=C(NC1CCSc2ccccc21)c1cccc(Br)c1 (configuration not stated)	-2	2%	-2%	-3%	-17%	2%	0%	0%	5%	1%	-4%
COc1cc(-c2nc3ccccn3c2/N=C/c2ccc(F)cc2)ccc1O	2	1%	6%	16%	-2%	20%	27%	39%	0%	?	3%
Cc1ccc(Sc2c(C#N)c(-c3ccccc3)nn2C)cc1	-1	18%	-5%	0%	0%	-1%	-11%	-81%	5%	-1%	0%
N#Cc1c(NC(=O)CSc2nnnn2C2CCCCC2)sc2c1CCCC2	0	-17%	0%	-2%	-2%	-7%	0%	-16%	7%	2%	0%
COc1ccc(OC)c(-c2csc(NC(=O)CN3C(=O)C4CCCCC4C3=O)n2)c1 (configuration not stated)	2	·	-3%	-5%	-4%	·	2%	20%	0%	-1%	-2%
COc1ccc(C2=NS(=O)(=O)N(C)C(C(=O)N3CCN(C)CC3)=C2)cc1	-5	13%	7%	3%	0%	1%	10%	-4%	1%	1%	·
O=C(C1CCCN(S(=O)(=O)c2ccc(F)cc2)C1)N1CCCCCC1 (configuration not stated)	5	12%	-12%	7%	1%	-2%	-3%	4%	-5%	3%	-10%
CCOC(=O)CNC(=S)N(Cc1cccs1)C1CCCCC1	6	-7%	-1%	-1%	-3%	0%	-5%	-5%	1%	1%	-10%

A second format for seven compounds above.
structure | TRPV1 agonist | RORg inh | ELG1 genotox | Rab9 prom act | Tb PFK inh | Gal4-VP16 FLuc | ELG1 repair inh | BRCA1 expr up | NPC1 prom act | FLuc modulator | p53 reactivation
COc1ccc(C(=O)NCc2ccc(N3CCN(C)CC3)cc2)cc1 | 4 | 16% | 1% | 0% | 4% | -1% | ? | -17% | 2% | 2% | 0%
O=C(O)c1cc(-c2ccc(/C=C3/SC(=S)N(Cc4ccccc4)C3=O)o2)ccc1Cl | 18 | -2% | -8% | 28% | 29% | -8% | 5% | 51% | 23% | ? | -3%
O=C(NC1CCSc2ccccc21)c1cccc(Br)c1 (configuration not stated) | -2 | 2% | -2% | -3% | -17% | 2% | 0% | 0% | 5% | 1% | -4%
COc1cc(-c2nc3ccccn3c2/N=C/c2ccc(F)cc2)ccc1O | 2 | 1% | 6% | 16% | -2% | 20% | 27% | 39% | 0% | ? | 3%
Cc1ccc(Sc2c(C#N)c(-c3ccccc3)nn2C)cc1 | -1 | 18% | -5% | 0% | 0% | -1% | -11% | -81% | 5% | -1% | 0%
N#Cc1c(NC(=O)CSc2nnnn2C2CCCCC2)sc2c1CCCC2 | 0 | -17% | 0% | -2% | -2% | -7% | 0% | -16% | 7% | 2% | 0%
COc1ccc(OC)c(-c2csc(NC(=O)CN3C(=O)C4CCCCC4C3=O)n2)c1 (configuration not stated) | 2 | · | -3% | -5% | -4% | · | 2% | 20% | 0% | -1% | -2%
